Screens: PubChem BioAssay, National Center for Advancing Translational Sciences (NCATS)
RGS4 inhibitor: Inhibitors of Regulator of G Protein Signaling (RGS) 4: qHTS; Transcreener GDP fluorescence polarization, RGS4-accelerated GTP hydrolysis; Potency, µM (titrated, usually from 114 µM), for the others: at the highest dose activity change, negative = inhibition, hits mostly inhibitors; Regulator of G-protein signaling 4 (Homo sapiens), P49798; AID 504845, 2011; actives 0.039% (n = 390,000); also: % is scaled to controls: 0 for no effect and ±100 for the full control effect; nearly all actives have a fitted effect of over 75% in size; some results filed as inactive show a strong effect at the top dose
Target sequence (P49798 whole entry, looked up): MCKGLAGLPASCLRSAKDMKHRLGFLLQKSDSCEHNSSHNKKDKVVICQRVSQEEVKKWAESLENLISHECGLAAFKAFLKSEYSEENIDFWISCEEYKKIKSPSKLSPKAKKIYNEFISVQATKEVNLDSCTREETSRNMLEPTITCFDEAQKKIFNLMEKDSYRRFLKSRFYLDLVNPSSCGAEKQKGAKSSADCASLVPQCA
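MLSMR compounds (23 nl, pin-transferred) preincubated 10 min at room temperature with a 500nM (2x) first reagent, then RGS4 at 900nM (2x) plus Transcreener GDP mix added; fluorescence polarization (620/688 nm) read before and after 90 min at 30 °C.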
HP1b binding inh: HTS for Inhibitors of HP1-beta Chromodomain Interactions with Methylated Histone Tails; actives 0.56% (n = 390,000); AlphaScreen HP1-beta / biotin-H3K9me3 peptide binding; Chromobox protein homolog 1 (Homo sapiens), P83916; Potency, µM (highest dose often 114 µM), for inactives: at the top dose activity change, negative = inhibition, actives largely listed as inhibitors; also: nearly all actives have a fitted effect of over 70% in size; inactives centre near 23
Target sequence (P83916 whole entry, looked up): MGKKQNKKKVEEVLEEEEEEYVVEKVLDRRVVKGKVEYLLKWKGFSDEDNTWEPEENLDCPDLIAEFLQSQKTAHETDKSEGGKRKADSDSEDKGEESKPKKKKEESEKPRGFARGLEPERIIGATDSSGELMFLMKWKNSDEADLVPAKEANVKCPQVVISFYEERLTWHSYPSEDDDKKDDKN
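HP1-beta protein (50 nM final) preincubated 30 min at room temperature with biotinylated H3(1-18)K9me3 peptide (50 nM) in PBS pH 7.4, 0.01% Tween-20, then compound added for 30 min. AlphaScreen streptavidin donor/nickel chelate acceptor beads (10 ug/mL final), 30 min dark, luminescence read.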
rTrxR1 inhibitor: qHTS Assay for Inhibitors of Mammalian Selenoprotein Thioredoxin Reductase 1 (TrxR1): qHTS | Thioredoxin reductase 1, cytoplasmic (Rattus norvegicus), O89049 | recombinant rTrxR1, NADPH fluorescence consumption, selenite substrate | Potency, µM (titrated, usually from 114 µM), for the others: at the top dose activity change, negative = inhibition, most hits filed as inhibitors | actives 1% (n = 390,000) | AID 588453, 2011; also: % is scaled to controls: 0 for no effect and ±100 for the full control effect; nearly all actives have a fitted effect of over 65% in size
Target sequence (O89049 whole entry, looked up): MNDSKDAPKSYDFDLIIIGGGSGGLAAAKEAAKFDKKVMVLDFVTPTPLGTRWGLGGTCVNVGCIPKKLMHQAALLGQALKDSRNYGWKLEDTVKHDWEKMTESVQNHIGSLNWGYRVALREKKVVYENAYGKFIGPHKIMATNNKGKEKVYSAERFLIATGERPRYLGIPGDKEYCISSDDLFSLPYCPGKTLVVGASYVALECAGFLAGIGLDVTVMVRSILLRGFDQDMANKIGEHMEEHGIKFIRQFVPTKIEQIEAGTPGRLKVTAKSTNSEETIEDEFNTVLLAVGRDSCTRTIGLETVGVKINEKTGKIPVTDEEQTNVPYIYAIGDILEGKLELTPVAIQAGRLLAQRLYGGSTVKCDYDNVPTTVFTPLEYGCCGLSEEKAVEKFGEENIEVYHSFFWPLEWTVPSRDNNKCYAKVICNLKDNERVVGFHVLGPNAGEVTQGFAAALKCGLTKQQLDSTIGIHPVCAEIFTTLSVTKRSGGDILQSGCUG
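Rat TrxR1 (90 nM in the dispensed reagent) was pre-reduced with 400 uM NADPH for 5 min at room temperature, then incubated with compound for 15 min. After 400 uM selenite was added, NADPH fluorescence (Ex 340/Em 450 nm) was followed for 8 min.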
PGK inhibitor: qHTS Assay to Find Inhibitors of Phosphoglycerate Kinase; Phosphoglycerate kinase, glycosomal (Trypanosoma brucei brucei), P07378; PGK/GAPDH coupled, Kinase-Glo luminescence, 60 min; Potency, µM (top dose mostly 57.5 µM), without a hit: at the top dose activity change, negative = inhibition, most hits filed as inhibitors; actives 0.043% (n = 380,000); also: % is scaled to controls: 0 for no effect and ±100 for the full control effect; nearly all actives have a fitted effect of over 60% in size
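Recombinant glycosomal PGK reaction used 1,3-bisphosphoglycerate generated in-well by GAPDH (100nM final) in 100mM TEA pH 7.6, 5mM MgCl2, 0.01% Tween-20. After 60 minutes at room temperature, ATP was read by Kinase-Glo Plus luminescence end-point.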
GLS inh: qHTS for Inhibitors of Glutaminase (GLS); Glutaminase kidney isoform, mitochondrial (Homo sapiens), O94925; actives 0.21% (n = 410,000); Potency, µM (series often up to 45.5 µM), inactives show at the highest dose activity change, negative = inhibition, actives largely listed as inhibitors; GLS enzymatic activity, qHTS titration; also: % is scaled to controls: 0 for no effect and ±100 for the full control effect
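Compounds were pin-transferred onto hKGA, after which L-glutamine (1 mM solution) and a detection mix of glutamate oxidase, HRP and Amplex Red were added. Initial and 30 min RT fluorescence reads were collected.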
Pin1 inhibitor: qHTS Assay to Find Inhibitors of Pin1; AID 504891, 2011; Potency, µM (top dose mostly 115 µM), for the others: at the top dose activity, negative = inhibition, hits mostly inhibitors; Pin1 FP peptide displacement, HiFluor488, 10 min; Peptidyl-prolyl cis-trans isomerase NIMA-interacting 1 (Homo sapiens), Q13526; actives 0.009% (n = 390,000); active = well fitted inhibition curve with a large enough effect in the polarisation, with a control signal flat, not every such curve was filed as active; inconclusive = small, poorly fitted or top-dose-only effect, or effect the other way, or a change in a side signal; inactive = no such curve, though single readings can be large or run the other way; the % refers to the polarisation; also: % is scaled to controls: 0 for no effect and ±100 for the full control effect
Target sequence (Q13526 whole entry, looked up): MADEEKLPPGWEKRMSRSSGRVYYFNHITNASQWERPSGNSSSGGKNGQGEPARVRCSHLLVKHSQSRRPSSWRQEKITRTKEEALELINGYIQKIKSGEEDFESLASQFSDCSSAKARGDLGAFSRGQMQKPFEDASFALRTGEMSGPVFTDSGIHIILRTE
JMJD2A Tudor inh: qHTS Assay for Inhibitors of JMJD2A-Tudor Domain; Potency, µM (highest dose often 114 µM), inactives show top-dose activity change, negative = inhibition, hits mostly inhibitors; actives 4.4% (n = 390,000); AlphaScreen JMJD2A-Tudor / H3K4me3 peptide binding; Lysine-specific demethylase 4A (Homo sapiens), O75164; AID 504339, 2011; also: % is scaled to controls: 0 for no effect and ±100 for the full control effect; nearly all actives have a fitted effect of over 50% in size
12-LOX inh: Primary qHTS assay for inhibitors of human arachidonate 12S-lipoxygenase (ALOX12): Round 2. Potency, µM (top dose mostly 108 µM), without a hit: at the top dose activity change, negative = inhibition, actives largely listed as inhibitors. actives 1.1% (n = 580,000). purified 12hLO, xylenol orange hydroperoxide absorbance. Polyunsaturated fatty acid lipoxygenase ALOX12 (Homo sapiens), P18054; also: % is scaled to controls: 0 for no effect and ±100 for the full control effect
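Purified human 12hLO at 150 nM in 25 mM Hepes, 0.01% Triton X-100, pH 7.0, preincubated 15 min at room temperature with compound. Reaction started with 40 uM arachidonic acid, 30 min at room temperature. Hydroperoxide measured by Fe-xylenol orange, 573/405 nm absorbance ratio.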
ERG Ets-DNA blk: qHTS for Small Molecule Inhibitors of the ERG Ets/DNA interaction; actives 0.028% (n = 370,000); Transcriptional regulator ERG (Homo sapiens), P11308; fluorescence polarization, His-ERG Ets domain / labelled DNA; AID 624246, 2012; Potency, µM (top dose mostly 76.9 µM), for the others: at the top dose FP activity, negative = inhibition, usual class: inhibitors; active = well fitted inhibition curve with a large enough effect in the polarisation, with a control signal flat; inconclusive = small, poorly fitted or top-dose-only effect, or effect the other way, or a change in a side signal; inactive = no such curve, though single readings can be large or run the other way; the % refers to the polarisation;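 also: polarization taken with two DNA probes labelled with fluorescein and Texas red; % of control where 0% means no effect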
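His-tagged ERG Ets domain (1 uM in the protein solution; 300mM KCl, 50mM Tris-HCl, 1mM EDTA, 1mM DTT, pH 7.5) received compound, then a probe mix of 5 nM fluorescein-DNA and 100nM Texas-615-DNA. Fluorescence polarization was read for both dyes.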
Starred values were filed as active, the others as inactive; i = inactive; u = inconclusive; x = not tested or not shown; [ ] = dose if it differs, or a comment. Unless noted, calls follow the shape of the dose curve; as a rule, active = well fitted curve in the direction sought with a large enough effect; inconclusive = small, poorly fitted or top-dose-only effect, or another doubt; inactive = no such curve, though single readings can be large; an effect the other way counts as inactive or inconclusive. Potency is read from the fitted curve at half-maximal effect. This is a subset (hit frequency here may not be typical).

SMILES | RGS4 inhibitor | HP1b binding inh | rTrxR1 inhibitor | PGK inhibitor | GLS inh | Pin1 inhibitor | JMJD2A Tudor inh | 12-LOX inh | ERG Ets-DNA blk
CCO[C@H]1OC(C(=O)NCc2ccccc2)=C[C@@H](c2cn(C(C)=O)c3ccccc23)[C@@H]1CCCO | -0.5% | 28.5% | 13.6%[57.1 µM] | 9.8% | 6.2% | u | -20.9% | 12.4% | -0.9%
O=[N+]([O-])c1nn(-c2ccccc2)n(O)c1=NCCc1ccccc1 | 4.4% | u | -1.4% | -1.8% | -2.7% | 3.3% | -57.8% | -25.0% | 5.7%
O=C1c2ccccc2C(=O)N1CCc1nc(-c2ccc(Cl)cc2)no1 | -1.9% | 144.4%[activator] | 12.3% | -4.2% | x | 2.8% | 64.2%[activator] | 0.0% | -13.9%
CC1=CC(c2ccc(Cl)cc2)n2ncnc2N1 (stereo unspecified) | 11.6% | 33.1% | -15.1% | -0.5% | 7.6% | 3.0% | -10.4% | 7.4% | -6.3%
Cc1cc[n+](-c2[nH]c(=O)sc2/C=N/NC(=O)c2ccccc2[O-])cc1C | -36.1% | 10.2% | -25.1% | -0.4% | 19.1% | u | -13.2% | 13.3% | -3.9%
COc1ccc(C(=O)N[C@H]2CCCCNC2=O)cc1OC1CCN(C(C)C)CC1 | 17.2% | 20.6% | 12.4% | 0.8% | -0.5% | -1.9% | 13.8% | 0.4% | 14.3%
CCN(CC)S(=O)(=O)c1ccc(NC(=O)c2c(-c3ccccc3)noc2C)cc1 | -7.8% | 51.9%[activator] | -13.8% | 6.9% | -0.2% | 0.9% | -15.2% | 8.6% | -6.3%
COc1ccccc1CNC(=O)C1CCCN(c2nn3cc(-c4ccc(F)cc4)nc3s2)C1 (stereo unspecified) | -16.3% | 11.0% | 12.0% | -3.0% | -1.0% | 1.4% | -5.0% | -7.5% | -0.1%
Cc1ccc(C)c(C(=O)CCC(=O)N2CCN(c3ncccn3)CC2)c1 | -15.5%[56.9 µM] | 59.8%[activator] | -15.8% | 6.6% | -0.9% | -2.0% | -15.2% | 56.1%[activator] | -1.7%
Cc1ccc(N(CC(=O)NC2CCCCC2)C(=O)CCCC(=O)Nc2ccccn2)c(C)c1 | -14.5% | 19.3% | 22.6%[57.1 µM] | -10.2% | 10.9% | 1.5% | 1.0% | 2.9% | -4.0%
CCC(C)(C(=O)NC1CCCCC1)N(C(=O)c1ccccn1)c1ccccc1 (stereo unspecified) | -10.8% | 32.2% | 21.1% | -2.3% | -6.3% | -2.5% | -2.9% | 0.0% | -0.7%
CCC(=O)Nc1cccc(-c2cn3ccccc3n2)c1 | -5.1% | 34.5% | -16.4% | -2.8% | -1.0% | -0.4% | -3.0% | -19.6% | -2.9%
CN(C(=O)C1CCOC1)c1nnc(C2CCOC2)s1 (stereo unspecified) | -4.5% | 13.2% | -2.5% | -1.8% | -10.1% | -9.7% | -8.5% | -16.0% | 1.9%
COc1cc(/C=N/NC(=O)CNC(=O)c2ccncc2)ccc1O | -12.1% | 35.3% | -14.6% | -1.6% | 30.8%[activator] | 3.4% | -4.5% | 28.9% | -0.7%
O=C(COC(=O)Cn1cnc2ccccc21)NCCc1ccc(Cl)cc1 | 34.3% | 23.6% | 3.0%[57.1 µM] | -3.0% | 14.3% | 0.0% | -15.0% | 0.0% | -6.8%
Cc1cc(C)c(S(=O)(=O)c2ccc(F)cc2C)c(Cl)n1 | 0.8% | 45.4%[activator] | -1.1%[2.29 µM] | -3.5% | 15.8µM* | 1.2% | -2.1% | -2.0% | 3.1%
CCOC(=O)C1CCN(C(=O)COC(=O)/C=C/c2ccc([N+](=O)[O-])cc2)CC1 | -7.2% | 21.4% | 12.4% | -0.8% | -12.3% | -3.5% | -20.8% | 198.6%[activator] | 5.4%
Cc1nnc(N2C(=O)C(O)=C(C(=O)c3ccco3)C2c2ccc(C(C)C)cc2)s1 (stereo unspecified) | -10.4% | 35.7% | -2.0% | 0.9% | 7.6% | -25.5% | u | 44.7µM* | -1.4%
Cn1nnnc1SCCCNCc1ccccc1OCc1ccc(F)cc1 | 16.5% | 44.4%[activator] | 1.2% | 5.4% | 3.2% | 3.4% | -15.6% | -10.7% | 1.7%
O=C(CSc1oc(-c2ccccc2)nc1S(=O)(=O)c1ccc(F)cc1)NCC1CCCO1 (stereo unspecified) | -22.3% | 28.1% | 3.2%[57.1 µM] | 0.8% | 2.6% | 10.4% | -20.7% | -1.1% | -8.5%
CCc1cccc(OCC(=O)Nc2ccc(S(=O)(=O)N3CCCC3)cc2)c1 | 4.4% | 37.9%[activator] | -1.6% | -9.3% | 2.0% | 19.0% | -5.3% | -9.7% | -1.9%
COc1ccccc1N(CC(=O)N1CCN(c2ccccc2)CC1)S(=O)(=O)c1ccc(C)cc1 | -20.2% | u | -3.3% | -3.4% | 9.2% | 1.0% | -31.0% | -1.6% | 11.9%
COc1ccc(C(=O)Nc2ccc(C3(C#N)CCCC3)cc2)cc1 | 1.0% | 8.8% | 24.0%[57.1 µM] | -5.4% | -5.8% | 1.2% | -2.0% | 3.8% | -2.2%
Cc1ccc(C(=O)NCc2ccco2)cc1 | 10.3% | 30.2% | 25.6% | -10.0% | -1.4% | 0.0% | -17.4% | -1.2% | -3.7%
CCc1cc2c3c(c1)/C(=C1/SC(N)=NC1=O)C(=O)N3C(C)(C)C=C2C | 38.4% | 25.8% | -16.7% | -1.2% | x | 3.7% | 13.7% | -20.1% | 1.4%
COc1ccc(C(F)(F)F)cc1NC(=O)c1nc2nc(C)cc(C(F)F)n2n1 | -3.4% | 16.0% | 21.1%[57.1 µM] | i | 4.4% | 2.7% | -19.4% | 31.7%[activator] | 2.7%
Cc1ccc(-n2c(=O)c3c(c4cc(C)ccc4n3C)n(CC(=O)NCc3ccccc3Cl)c2=O)cc1 | 20.3% | 15.6% | 23.4% | i | 4.0% | 2.9% | -7.5% | -18.3% | 6.0%
O=C(Nc1ccccc1)N1CCN(c2ccccc2)CC1 | 15.1% | 25.0% | 15.2%[57.1 µM] | -4.1% | -16.1% | -1.8% | -13.7% | -2.0% | -0.7%
O=C(COC(=O)Cc1cccs1)Nc1ccccc1F | -11.9% | 24.3% | 24.9% | 1.5% | -2.4% | -2.0% | -6.9% | -14.2% | -0.5%
Cc1cc(C(=O)c2ccccc2)c(NC(=O)CN2CCOCC2)s1 | -7.9% | 63.6%[activator] | 4.6% | i | 1.5% | -1.7% | -9.7% | -0.6% | -1.6%
O=c1[nH]cc(N(CCO)CCO)c(=O)[nH]1 | -13.8% | 17.0% | 11.6% | -0.2% | u | -12.7% | u | -27.4% | u
Cc1oc(-c2ccc(Cl)cc2)cc1C(=O)NC1CCN(Cc2ccccc2)CC1 | 13.9% | 0.2% | 16.9%[11.4 µM] | i | -20.4% | -3.5% | -17.7% | -7.5% | -19.7%
O=C(CN1C(=O)/C(=C\c2cccc(Cl)c2)Sc2ccccc21)NCCCN1CCOCC1 | -9.9% | 4.8%[57 µM] | 18.1% | -7.1% | 16.2% | -1.3% | -21.4% | -1.4% | -8.4%
COc1ccc(C)cc1NS(=O)(=O)c1ccccc1 | 4.9% | 16.3%[57 µM] | -5.1%[2.29 µM] | 1.2% | 13.2% | -8.5% | -1.4% | 0.5% | 1.7%
COc1ccc(/C=C/C(=O)NCc2ccccn2)cc1OC | 14.3% | 23.3% | -5.6% | -6.5% | 0.0% | -1.7% | -10.6% | 9.0% | -4.7%
COC(=O)c1cccc(-n2c(=O)n(Cc3ccccc3)c(=O)c3[nH]cnc32)c1C | -7.6% | 4.8% | -5.2%[57.1 µM] | 1.8% | 4.1% | 2.9% | -13.6% | -26.1% | 3.0%
CCc1nc(-c2cc(S(=O)(=O)N3CCN(c4ccc(OC)cc4)CC3)ccc2OC)no1 | u | u | -11.8% | i | -6.9% | u | 79.4µM* | -3.8% | -3.4%
O=C(Nc1ccccc1N1CCOCC1)C1CCN(S(=O)(=O)c2ccc(F)cc2)CC1 | 15.0% | 27.9% | 3.3% | 2.5% | 8.2% | -3.4% | -3.4% | 4.4% | 7.4%
